Screening data deposited in PubChem BioAssay by Emory University Molecular Libraries Screening Center.
14-3-3 PPI = modulators of human 14-3-3 gamma - Raf peptide interaction; P61981; FP, 14-3-3gamma / TMR-pS259-Raf peptide binding; inhibition, % at 40 µM; 160,000 tested, 0.19% active; AID 422; in the data active means inhibition above about 30%;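 further: 0% = protein plus tracer without compound and 100% = blank with tracer alone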
Target sequence (P61981 whole entry, looked up): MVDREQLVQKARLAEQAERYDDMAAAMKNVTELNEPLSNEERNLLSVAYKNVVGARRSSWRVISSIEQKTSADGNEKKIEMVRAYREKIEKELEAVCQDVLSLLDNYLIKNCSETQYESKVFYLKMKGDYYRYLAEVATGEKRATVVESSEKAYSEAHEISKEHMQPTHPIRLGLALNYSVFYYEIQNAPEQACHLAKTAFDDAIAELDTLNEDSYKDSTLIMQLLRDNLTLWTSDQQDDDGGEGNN
Active calls of the source: *; & = joins results of further samples. A portion of the library. The share of hits here may be higher or lower than overall.

Start of the data: the first 15 entries, to show the layout:
SMILES | 14-3-3 PPI
NC(=O)c1c(NC(=O)c2ccc(NC(=O)C(F)(F)F)cc2)sc2c1CCCC2 | -29
CCOC(=O)c1c(NC(=O)c2cc3nc(-c4ccco4)cc(C(F)(F)Cl)n3n2)sc2c1CCCCC2 | -15
CC(NC(=O)c1cc2c(=O)[nH]c3ccccc3c2s1)c1ccc2c(c1)OCCO2 (stereo unspecified) | -5
Cc1ccc(Nc2ncccc2C(=O)O)cc1C | -1
COC(=O)c1ccc(C(=O)Nc2nc3c(C)cc(C)cc3s2)cc1 | -13
CCSc1nc2nc3c(cc2c(=O)n1-c1ccccc1C)COC(C)(C)C3 | 3
COc1cc(S(=O)(=O)N2CCN(c3ccccc3OC)CC2)c(OC)cc1Br | -1
O=C(c1ccc(-n2c(=S)[nH]c3ccccc3c2=O)cc1)N1CCC(Cc2ccccc2)CC1 | -3
O=C(CSc1nc2c(cnn2-c2ccc(Cl)cc2)c(=O)[nH]1)Nc1ccccc1 | -3
COCCNC(=O)Nc1ccc2c(c1)N(C)C(=O)CS2 | -12
Oc1ccc(C2CCCCC2)cc1 | -6
O=c1[nH]c2ccccc2nc1-c1ccccc1NCc1ccccc1 | -6
CC1(C)CCCC2=C1CC1C(=O)N(O)C(=O)C1C2 (stereo unspecified) | 10
CCc1c(C(=O)NC2CCCCCC2)[nH]c(C)c1C(C)=O | -19
COC(=O)c1ccc(C(=O)Nc2nc3ccc(S(C)(=O)=O)cc3s2)cc1 | 0

This part in full, from the first entry:
SMILES | 14-3-3 PPI
NC(=O)c1c(NC(=O)c2ccc(NC(=O)C(F)(F)F)cc2)sc2c1CCCC2 | -29
CCOC(=O)c1c(NC(=O)c2cc3nc(-c4ccco4)cc(C(F)(F)Cl)n3n2)sc2c1CCCCC2 | -15
CC(NC(=O)c1cc2c(=O)[nH]c3ccccc3c2s1)c1ccc2c(c1)OCCO2 (stereo unspecified) | -5
Cc1ccc(Nc2ncccc2C(=O)O)cc1C | -1
COC(=O)c1ccc(C(=O)Nc2nc3c(C)cc(C)cc3s2)cc1 | -13
CCSc1nc2nc3c(cc2c(=O)n1-c1ccccc1C)COC(C)(C)C3 | 3
COc1cc(S(=O)(=O)N2CCN(c3ccccc3OC)CC2)c(OC)cc1Br | -1
O=C(c1ccc(-n2c(=S)[nH]c3ccccc3c2=O)cc1)N1CCC(Cc2ccccc2)CC1 | -3
O=C(CSc1nc2c(cnn2-c2ccc(Cl)cc2)c(=O)[nH]1)Nc1ccccc1 | -3
COCCNC(=O)Nc1ccc2c(c1)N(C)C(=O)CS2 | -12
Oc1ccc(C2CCCCC2)cc1 | -6
O=c1[nH]c2ccccc2nc1-c1ccccc1NCc1ccccc1 | -6
CC1(C)CCCC2=C1CC1C(=O)N(O)C(=O)C1C2 (stereo unspecified) | 10
CCc1c(C(=O)NC2CCCCCC2)[nH]c(C)c1C(C)=O | -19
COC(=O)c1ccc(C(=O)Nc2nc3ccc(S(C)(=O)=O)cc3s2)cc1 | 0
CCOC(=O)N1CCN(S(=O)(=O)c2ccc3c(c2)oc(=O)n3C)CC1 | -5
CCOC(=O)NC(Nc1ccc(C)cn1)(C(F)(F)F)C(F)(F)F | -18
CCc1ccccc1NC(=O)C(C#N)Cc1cccnc1 (stereo unspecified) | 1
O=C(CCCOc1ccccc1)Nc1cccc(C(=O)O)c1 | 3
COc1c(O)cccc1-c1nnn(CCC(=O)OCC(=O)c2ccccc2)n1 | -6
O=C(CSc1nnc(-c2ccccc2F)n1C1CCCCC1)N1CCCC1 | -2
O=C(C1CCN(S(=O)(=O)c2cccnc2)CC1)N1CCN(Cc2ccccc2)CC1 | -1
CCOC(=O)c1cccc(NC(=O)c2ccc(OC)cc2)c1 | -25
O=C(CN1C(=O)C2C3C=CC(C3)C2C1=O)Nc1ccc(Br)cc1 (stereo unspecified) | -1
Cc1onc(-c2ccccc2Cl)c1C(=O)NCC(=O)O | -1&-7
COc1ccc2c(=O)c3c(=O)n(Cc4ccco4)c(-c4ccccc4)nc3oc2c1 | -13
O=C(OCCCN=C1NS(=O)(=O)c2ccccc21)C(c1ccccc1)N1CCCCCC1 (stereo unspecified) | 6
Cc1c(NC(=O)C(C)OC(=O)COc2cccc3c2OC(C)(C)C3)c(=O)n(-c2ccccc2)n1C (stereo unspecified) | -11
CSc1ccc(S(=O)(=O)N(CC(=O)N2CCCC2)c2ccc(C)cc2)cc1 | -2
C=CCNC(=O)NS(=O)(=O)c1ccc(C)cc1 | 2
O=c1c2ccccc2nc2n1CC/C2=C/N1CCN(c2cccc(C(F)(F)F)c2)CC1 | -5
COc1cc2c(cc1OC)C(C)=NC(C)(C)C2 | -8
CC1=C(C(=O)OCCOC(C)C)C(c2cccc([N+](=O)[O-])c2)NC(=O)N1 (stereo unspecified) | -15
O=C(O)c1c[nH]c2ccc(S(=O)(=O)NCc3ccc4c(c3)OCO4)cc2c1=O | -21

An excerpt from above in order of formula weight, largest number first.
SMILES | 14-3-3 PPI
O=C(O)c1c[nH]c2ccc(S(=O)(=O)NCc3ccc4c(c3)OCO4)cc2c1=O | -21
CC1=C(C(=O)OCCOC(C)C)C(c2cccc([N+](=O)[O-])c2)NC(=O)N1 (stereo unspecified) | -15
COc1cc2c(cc1OC)C(C)=NC(C)(C)C2 | -8
